From PubChem
VHR inh abs: inhibitors of human VHR1 phosphatase (DUSP3); P51452; recombinant VHR phosphatase, pNPP absorbance; inhibition, % at 13.3 µM; 0.52% of 290,000 active; in the data active means inhibition above about 50%; further: some compounds called inactive have numbers as strong as hits
Target sequence (P51452 whole entry, looked up): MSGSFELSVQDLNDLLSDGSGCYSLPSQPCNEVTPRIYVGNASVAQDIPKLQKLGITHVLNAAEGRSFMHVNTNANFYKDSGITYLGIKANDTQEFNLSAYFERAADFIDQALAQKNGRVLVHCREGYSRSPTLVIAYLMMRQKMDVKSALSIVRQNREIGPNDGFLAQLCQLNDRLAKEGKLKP
Rv3671c protease: inhibits the M. tuberculosis serine protease Rv3671c | AID 2606 | inhibition, % at 5.96 µM | 0.048% of 320,000 active; in the data active means inhibition above about 38%;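 further: extracellular domain of Rv3671c used as enzyme; 0% = enzyme with DMSO and 100% = no enzyme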
Target sequence (P9WHR9 whole entry, looked up, the tested form may be a part): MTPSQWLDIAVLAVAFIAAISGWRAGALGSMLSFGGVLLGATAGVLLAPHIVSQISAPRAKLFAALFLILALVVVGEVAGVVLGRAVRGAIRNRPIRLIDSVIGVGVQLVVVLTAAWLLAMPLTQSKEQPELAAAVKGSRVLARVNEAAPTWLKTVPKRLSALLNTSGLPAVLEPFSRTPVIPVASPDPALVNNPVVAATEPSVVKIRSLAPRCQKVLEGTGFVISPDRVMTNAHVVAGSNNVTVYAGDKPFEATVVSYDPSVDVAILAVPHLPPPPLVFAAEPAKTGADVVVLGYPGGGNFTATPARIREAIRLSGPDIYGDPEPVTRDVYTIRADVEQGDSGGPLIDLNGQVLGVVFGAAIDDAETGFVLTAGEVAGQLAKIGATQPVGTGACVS
PriA SSB inh: inhibitors of Klebsiella pneumoniae PriA binding to SSB C-terminal tail; AlphaScreen SSBct-PriA binding, biotinylated peptide; inhibition, % at 33 µM; 0.6% of 430,000 active; in the data active means inhibition mostly above about 37%, no sharp cut-off; inactive means mostly below about 20%;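 further: plate controls were negative control peptide for no effect and reference peptide for full effect; strong numbers were not always called active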
CCHF vOTU inh: CCHFV vOTU protease inhibition; Pep-AMC fluorescence; inhibition, % at 11.5 µM; 0.55% of 370,000 active; AID 651958; in the data active means inhibition above about 30%; further: 0% = vehicle wells with enzyme and 100% = no enzyme wells
BoNT A protease: inhibitors of Botulinum neurotoxin A light chain protease. multiplex microsphere protease substrate cleavage, flow cytometry. inhibition, % at 10 µM. 0.17% of 360,000 active; further: plate controls were buffer without enzyme for full effect and enzyme alone for no effect
BoNT-F LC inh: inhibitors of Botulinum neurotoxin F light chain protease; Multiplex microsphere protease cleavage assay, flow cytometry; inhibition, % at 10 µM; 0.22% of 360,000 active; AID 588497; in the data active means inhibition above about 35%, passing the limit was not always enough; inconclusive means no clear call, values can overlap the other calls; further: plate controls were buffer without enzyme for full effect and enzyme alone for no effect
PrPC surface inh: reduces human prion protein on the cell surface | 0.43% of 370,000 active | inhibition, % at 13.8 µM | cell surface PrPC, TR-FRET read-out | P04156; in the data active means inhibition above about 24%; further: 0% = median of the test wells and 100% = reference compound wells
Anthrax LF inh2: anthrax lethal factor protease inhibition | multiplex microsphere protease cleavage assay, LF | inhibition, % at 10 µM | 0.12% of 360,000 active; further: plate controls were buffer without enzyme for full effect and enzyme alone for no effect
SARS 3CLpro inh: SARS-CoV 3CLpro protease inhibition | recombinant SARS-CoV 3CLpro, quenched FRET peptide cleavage | inhibition, % at 6 µM | 0.14% of 290,000 active | AID 1706; in the data active means inhibition above about 12%
MazEF act: MazEF (E. coli) toxin RNase activation; FAM/BHQ RNA-DNA oligo cleavage fluorescence, 5 h; AID 504720; 0.32% of 350,000 active; activation, % at 20 µM; P0AE70; in the data active means activation above about 50%
Target sequence (P0AE70 whole entry, looked up): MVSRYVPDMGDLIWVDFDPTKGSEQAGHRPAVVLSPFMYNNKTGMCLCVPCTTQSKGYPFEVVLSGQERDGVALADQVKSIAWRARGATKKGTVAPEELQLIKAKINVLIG
Starred values were filed as active, the others as inactive; ? = inconclusive; . = no result given; & = joins results of further samples. Unless noted, no stated cut-off is given here; in the data, active means inhibition above about 30%; inconclusive means no clear call, values can overlap the other calls; inactive means below that. Some of the compounds tested; rates above refer to the full screens.

Results follow in this order: VHR inh abs	Rv3671c protease	PriA SSB inh	CCHF vOTU inh	BoNT A protease	BoNT-F LC inh	PrPC surface inh	Anthrax LF inh2	SARS 3CLpro inh	MazEF act
Cc1cc2c(cc1C)N1C(=O)c3cc4ccccc4cc3NC(=O)C1C(=O)N2 (centres undefined)
 : .	.	.	-2	0.7	4	-8	7	.	.
Cc1ccc(NC(=O)c2cccnc2)cc1S(=O)(=O)N1CCOCC1
 : .	7	1	4	2.7	-7	-8	-4	.	11
CN(c1ccccc1)S(=O)(=O)c1ccc(C(=O)NCc2ccccc2CN2CCCC2)cc1
 : .	.	0	16	1.4	9	-28	4	.	6
COc1cccc(-c2ccc(NC(=O)C3CCCN(Cc4cnc(C)s4)C3)cc2)c1 (centres undefined)
 : 6	-5	10	2	0.3	6	19	2	2	4
O=C1NC(Cc2ccc(O)cc2)c2nc3cc(Cl)ccc3c(=O)n2-c2ncccc21 (centres undefined)
 : .	.	.	5	-0.4	-5	6	2	.	5
CCN1CCN(c2ncnc3c2sc(=S)n3-c2ccccc2)CC1
 : -1	-6	-14	0	-1.4	-5	-2	-4	3	9
CCCc1cc(=O)oc2cc(OCC(=O)N3CCC(C(=O)O)(c4ccccc4)CC3)ccc12
 : -4	-4	-9	-11	-0.6	-9	-4	4	3	3
COc1ccc2oc(C(=O)NC(C)(C)C)c(C)c2c1
 : 7	-1	7	-21	0.8	2	13	5	2	0
Cn1nnnc1SCC(=O)NC(=O)Cc1ccccc1
 : 0	-4	-23	6	0.1	7	-1	-1	1	0
CCOC(=O)CSc1nnc(-c2ccoc2C)n1-c1ccc(C)cc1
 : 40	-3	1	-7	0.0	4	3	-1	3	4
CCOC(=O)C1=CC[C@@H](c2ccccc2)N(S(=O)(=O)c2ccc(C)cc2)[C@H]1c1ccc(C#N)cc1
 : .	.	.	-3	0.0	-6	0	6	.	.
O=C1CN(O)C=C2N=c3ccccc3=C2N1c1ccc([N+](=O)[O-])cc1
 : 20	-2	-2	1	0.5	0	-29	2	3	-3
COC(=O)C(NC(=O)c1ccc(Cl)cc1)(Nc1nc(C)cs1)C(F)(F)F (centres undefined)
 : 17	0	-9	5	0.0	0	7	-13	-4	7
COc1ccc2nc(Cl)c(C3CC(c4ccco4)=NN3C(=O)CCCC(=O)O)cc2c1 (centres undefined)
 : 9	1	-13	2	0.3	-2	5	-2	-3	-9
Cc1ccc(NC=C(S(=O)(=O)c2ccccc2)S(=O)(=O)c2ccccc2)c(C)c1
 : 14	-7	-22	2	-0.1	0	-1	6	-1	-3
COc1ccc(NS(=O)(=O)c2c(C)[nH]c(=O)[nH]c2=O)c(OC)c1
 : 13	-4	-7	12	0.2	2	8	-10	-4	4
Cc1cc(C)c(S(=O)(=O)N/N=C/c2ccc([N+](=O)[O-])o2)c(C)c1
 : 32	.	.	23	2.3	-4	-19	2	-5	-7
O=c1[nH]c(C(F)(F)F)nc2ccc3ccccc3c12
 : 2	-10	-3	21	0.2	-4	3	-6	0	3
CC(=O)Nc1ccc(S(=O)(=O)Nc2nc3ccccc3nc2Nc2ccc(S(N)(=O)=O)cc2)cc1
 : 26	4	-11	18	1.0	-1	4	-2	-1	1
N#Cc1c(N)nc(SCC(=O)NC2CCCCC2)c(C#N)c1-c1ccc(Cl)cc1
 : 29	1	-6	3	1.5	3	11	3	-4	-25

Fetched by structure from the entries so far, 2 records:
Results follow in this order: VHR inh abs	Rv3671c protease	PriA SSB inh	CCHF vOTU inh	BoNT A protease	BoNT-F LC inh	PrPC surface inh	Anthrax LF inh2	SARS 3CLpro inh	MazEF act
CCCc1cc(=O)oc2cc(OCC(=O)N3CCC(C(=O)O)(c4ccccc4)CC3)ccc12
 : -4	-4	-9	-11	-0.6	-9	-4	4	3	3
CC(=O)Nc1ccc(S(=O)(=O)Nc2nc3ccccc3nc2Nc2ccc(S(N)(=O)=O)cc2)cc1
 : 26	4	-11	18	1.0	-1	4	-2	-1	1

Going on with the list:
Results follow in this order: VHR inh abs	Rv3671c protease	PriA SSB inh	CCHF vOTU inh	BoNT A protease	BoNT-F LC inh	PrPC surface inh	Anthrax LF inh2	SARS 3CLpro inh	MazEF act
COc1ccccc1C1=NOC(C(=O)N2CCN(C(=O)c3ccco3)CC2)C1 (centres undefined)
 : 20	1	-14	-1	-1.3	2	-2	1	-1	3
Cc1cc(C)c(NS(=O)(=O)c2ccc(Cl)c(C(=O)O)c2)c(C)c1
 : 30	-4	-8	-10	?	-2	-9	-3	-1	-2
COc1ccc(-c2nn(-c3ccccc3)cc2C(=O)N(C)C)cc1
 : 53*	-7	-2	-7	1.0	0	4	2	-2	-1
Cn1c2ccccc2c2nnc(SCc3ccc4nonc4c3)nc21
 : 3	2	6	11	0.9	-3	1	6	-3	-5
COc1cccc(C(C)(O)c2nc(-c3ccc(OC)c(OC)c3)cs2)c1 (centres undefined)
 : .	.	.	-10	-0.3	-3	7	-4	.	.
CCc1ccc(OCC(=O)NCCOc2ccccc2)cc1
 : 32	10	-13	-3	-1.0	-2	0	-14	2	-7
CC(=O)c1nc2ccccc2n1CCc1ccccc1
 : 6	-1	-4	1	-0.7	2	6	-8	0	1
O=S(=O)(c1ccc(-c2ccon2)s1)N1CCN(c2ccncc2)CC1
 : -16	-2	9	.	.	.	.	.	-7	6
COCOc1cccc(CN2CCC2(C)C(=O)Nc2ccc(C)cc2)c1 (centres undefined)
 : .	.	.	23	-0.9	-23	8	-7	.	.
Cc1cc(=O)oc2cc(OCC(=O)OCC(=O)N(CCC#N)c3ccccc3)ccc12
 : 0	0	19	9	-0.5	-6	5	-2	1	3
COc1cc(NC(=O)c2cnn3c(C)cc(C)nc23)c(OC)cc1Cl
 : 3	.	-6	4	0.8	3	-2	3	3	3
O=C(CSC(=S)N1CCOCC1)c1cc(Br)cc(Br)c1O
 : 30	-92	6	-1	-1.3	-8	0	-13	5	-2
Cc1ccc(CN(c2ccc(C(=O)N3CCOCC3)cc2)S(C)(=O)=O)cc1
 : 22	3	-11	-2	0.2	-1	-1	5	-2	-4
Cc1ccc(C)c(NC(=O)[C@@H]2CCCN2S(=O)(=O)c2ccccc2F)c1
 : .	-8	-5	-3	-6.4	-15	3	-1	.	4
CN(C)/C=C1\C=C2C(=O)c3ccccc3N2C1=O
 : 10	12	3	2	0.6	?	3	7	-1	.
CCOC(=O)c1ccc(NC(=O)CCc2ccc(CC)o2)cc1
 : 15	1	-12&-6	5	-0.9	0	2	-9	2	1
N#CC(=C1Nc2ccccc2N1)S(=O)(=O)c1ccccc1
 : 13	-9	10	-3	-0.6	-3	0	-12	2	7
CN1CCN(C(=O)C2(NC(=O)Nc3ccccc3Cl)CCCCC2)CC1
 : 20	4	-9	-6	0.1	6	1	-3	-2	0
O=c1cc(C(F)(F)F)nc(-c2ccccc2)[nH]1
 : 21	5	-5	0	?	2	-4	-1	4	0
O=C(COC(=O)CSc1ccc(F)cc1)NC1CCCCCC1
 : .	2	-11	4	-0.4	-6	1	0	.	-1

Carrying on.
Results follow in this order: VHR inh abs	Rv3671c protease	PriA SSB inh	CCHF vOTU inh	BoNT A protease	BoNT-F LC inh	PrPC surface inh	Anthrax LF inh2	SARS 3CLpro inh	MazEF act
CC1(C)N=C(C(=O)c2ccccc2)N(O)C1(C)O (centres undefined)
 : 27	-3	8	4	0.1	-3	5	4	7	2
Fc1ccc(C(OCCN2CCCC2)c2ccc(Br)cc2)cc1 (centres undefined)
 : -1	-8	7	5	1.3	0	-15	-2	4	2
CC(C)COc1ccc(S(=O)(=O)n2cc(F)c(=O)[nH]c2=O)cc1
 : 34	6	0	3	-0.2	1	7	-3	2	4
COc1ccc(/C=C2\CCC(C3CCCC3)C2=O)cc1Cn1cccn1 (centres undefined)
 : 8	-8	-2	1	-1.8	-8	-2	2	0	-2
CC(C)c1ccc(NC(=O)CSc2nnc(-c3ccccn3)n2C)cc1
 : 36	-15	-3	0	-0.3	17	3	8	-2	8
COC(=O)c1ccc(S(=O)(=O)N2CCCCC2)o1
 : 9	4	-10	14	1.3	1	-5	1	0	-11
C[C@H](CO)N1C[C@H](C)[C@@H](CN(C)C(=O)Nc2ccc3c(c2)OCO3)Oc2c(NC(=O)Cc3ccccc3)cccc2C1=O
 : .	2	3	10	-0.3	-5	5	2	.	-2
Cc1nn(Cc2c(F)cccc2Cl)c(=O)c2ccccc12
 : -1	-3	-6	0	-0.4	25	5	-5	-1	5
COc1ccc(-c2nc(-c3ccccn3)ncc2S(C)(=O)=O)cc1
 : 36	-3	-5	-5	-2.0	-2	3	3	5	-1
COc1ccccc1NS(=O)(=O)c1cccc(NC(=O)c2ccc3ccccc3n2)c1
 : -5	-57	-16	-4	-2.1	-13	13	-7	1	-7
O=C(CSc1nc2ccccc2c(=O)n1-c1ccccc1F)NC1CC1
 : .	-2	-1	-13	-0.5	-5	2	-3	.	-26
CCC1(C)NC(=O)N(CC(=O)N2N=C(c3ccccc3)CC2c2ccc(OC)cc2)C1=O (centres undefined)
 : 5	-10	9	-6	0.6	-8	-6	-2	2	-1
CN1CCN(CCCN2c3ccccc3Sc3ccc(C(F)(F)F)cc32)CC1
 : 12&16	8	26	-2&-5&4	-0.3&-0.4&0.0	-9&-18&-7	-14&-16&-13	-2&-12&-4	0&-3	-1&19&19
O=C1CCCC2=C1C(c1ccc(O)c(Br)c1)C1=C(CCCC1=O)N2c1ccccc1
 : 8	3	14	8	-1.1	-3	-4	-2	5	5
CC(N=C1NS(=O)(=O)c2ccccc21)c1ccccc1 (centres undefined)
 : -26	-4	-5	11	-0.7	-8	6	-2	-10	0
Cc1cc(N)n(-c2ccc(S(N)(=O)=O)cc2[N+](=O)[O-])n1
 : 10	-1	-10	-14	-0.6	0	-26	-2	-1	0
COC(=O)CN1C(=S)N(c2ccc(OC)cc2)C(=O)/C1=C/c1ccc(N2CCOCC2)cc1
 : 32	-7	3	9	3.8	8	-15	0	0	-77
COc1ccc(CCNC(=O)C2CCN(S(=O)(=O)c3cccc4nsnc34)CC2)cc1OC
 : 14	-3	-12	2	0.1	2	-27	-3	-6	4
NS(=O)(=O)c1ccc(CNC(=O)c2cccc(Oc3ccccc3)c2)cc1
 : 48	-7	0	1	-1.1	1	6	-4	-2	-8
CC(C)CNC(=O)NC(=O)COC(=O)Cn1cnc2ccccc2c1=O
 : 8	-7	-4	-3	-0.2	2	-1	-4	3	5

Among those listed so far, these have a furan ring, fused or not.
Results follow in this order: VHR inh abs	Rv3671c protease	PriA SSB inh	CCHF vOTU inh	BoNT A protease	BoNT-F LC inh	PrPC surface inh	Anthrax LF inh2	SARS 3CLpro inh	MazEF act
COc1ccc2oc(C(=O)NC(C)(C)C)c(C)c2c1
 : 7	-1	7	-21	0.8	2	13	5	2	0
CCOC(=O)CSc1nnc(-c2ccoc2C)n1-c1ccc(C)cc1
 : 40	-3	1	-7	0.0	4	3	-1	3	4
COc1ccc2nc(Cl)c(C3CC(c4ccco4)=NN3C(=O)CCCC(=O)O)cc2c1 (centres undefined)
 : 9	1	-13	2	0.3	-2	5	-2	-3	-9
Cc1cc(C)c(S(=O)(=O)N/N=C/c2ccc([N+](=O)[O-])o2)c(C)c1
 : 32	.	.	23	2.3	-4	-19	2	-5	-7
COc1ccccc1C1=NOC(C(=O)N2CCN(C(=O)c3ccco3)CC2)C1 (centres undefined)
 : 20	1	-14	-1	-1.3	2	-2	1	-1	3
CCOC(=O)c1ccc(NC(=O)CCc2ccc(CC)o2)cc1
 : 15	1	-12&-6	5	-0.9	0	2	-9	2	1
COC(=O)c1ccc(S(=O)(=O)N2CCCCC2)o1
 : 9	4	-10	14	1.3	1	-5	1	0	-11
